GPT2 inh – inhibitors of human GPT2 alanine aminotransferase. Recombinant GPT2, coupled pyruvate oxidase/HRP Amplex Red fluorescence. Potency, µM (series often up to 57.7 µM), for the others: top-dose activity change, negative = inhibition, most hits filed as inhibitors. actives 0.25% (n = 100,000); further: potency means the concentration at half of the fitted maximal effect; nearly all actives have a fitted effect of over 60% in size; many of its hits are not listed in these tables
Target sequence (Q8TD30 whole entry, looked up): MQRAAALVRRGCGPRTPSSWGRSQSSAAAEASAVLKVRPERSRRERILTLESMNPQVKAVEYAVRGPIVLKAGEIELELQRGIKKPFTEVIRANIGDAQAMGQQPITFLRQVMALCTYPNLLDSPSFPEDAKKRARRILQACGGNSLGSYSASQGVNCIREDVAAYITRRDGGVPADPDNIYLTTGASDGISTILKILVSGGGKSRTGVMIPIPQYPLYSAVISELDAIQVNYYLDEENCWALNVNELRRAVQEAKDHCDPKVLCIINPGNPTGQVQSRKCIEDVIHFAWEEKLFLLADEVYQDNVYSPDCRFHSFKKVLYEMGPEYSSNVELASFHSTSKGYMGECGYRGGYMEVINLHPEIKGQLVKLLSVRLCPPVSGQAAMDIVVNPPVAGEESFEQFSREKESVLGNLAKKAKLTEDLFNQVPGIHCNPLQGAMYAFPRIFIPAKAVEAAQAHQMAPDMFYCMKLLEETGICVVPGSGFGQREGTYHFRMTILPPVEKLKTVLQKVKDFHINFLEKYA
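Recombinant GPT2 (10ng/uL) with 250uM a-KG and 2mM L-alanine, 30 min at room temperature, in HEPES pH 7.5 buffer. Pyruvate detected by pyruvate oxidase/HRP/Amplex Red fluorescence after 30 min in the dark; AOA (50uM) as positive control.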
Luciferase inh – inhibitors of firefly (Photinus pyralis) luciferase; P08659; purified P. pyralis luciferase, luminescence, biochemical; Potency, µM (doses to about 115 µM), for inactives: at the top dose activity change, negative = inhibition, actives largely listed as inhibitors; actives 2.5% (n = 76,000); further: potency means the concentration at half of the fitted maximal effect; nearly all actives have a fitted effect of over 65% in size
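Purified P. pyralis luciferase (10nM final) in 50mM Tris acetate pH 7.5, 10mM Mg acetate, 0.01% Tween-20, 0.05% BSA with 10uM D-luciferin and 10uM ATP. Compounds titrated qHTS. Luminescence imaged on CCD.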
SNCA viab count – counter-screen for SNCA expression inhibitors: cell viability. actives 0.12% (n = 150,000). HEK-293-SNCA-luc viability, GF-AFC fluorescence, 24 h. Potency, µM (doses to about 57.1 µM), inactives show at the highest dose activity change, negative = cytotoxicity, actives largely listed as cytotoxic;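 further: potency means the concentration at half of the fitted maximal effect; 0% = DMSO-treated cells and -100% = medium-only wells without cells; nearly all actives have a fitted effect of over 30% in size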
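HEK-293-SNCA-luc cells (1500/well) plated 24 h, then exposed 24 h to a dilution series; GF-AFC added 30 min at 37C, fluorescence 405/540 nm; normalised to medium-only and DMSO wells, Hill fit.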
SNCA expr inh – reduces expression of the alpha-synuclein gene; Potency, µM (series often up to 57.2 µM), for inactives: at the highest dose activity change, negative = inhibition, actives largely listed as inhibitors; AID 1671194; actives 0.17% (n = 140,000); HEK-293 SNCA-luciferase knock-in, luminescence, 24 h;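 further: potency means the concentration at half of the fitted maximal effect; plate controls were DMSO cells for no effect and cell-free wells for full effect; nearly all actives have a fitted effect of over 45% in size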
HEK cytotox – cytotoxic compounds in HEK 293 cells; Potency, µM (series often up to 115 µM), for inactives: at the top dose activity change, negative = cytotoxicity, hits mostly inhibitors; HEK 293 viability, ATP luminescence (CellTiter-Glo), 48-72 h; AID 1345083; actives 6.6% (n = 94,000); further: potency means the concentration at half of the fitted maximal effect; nearly all actives have a fitted effect of over 60% in size
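Luminescence from cellular ATP, measured with CellTiter-Glo, indicates HEK 293 viability. Cells plated at 250 cells/well are treated with compound for 48 or 72 hr at 37 degree Celsius before reagent addition.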
NIH3T3 tox – NIH 3T3 cell cytotoxicity; NIH 3T3 viability, CellTiter-Glo ATP luminescence, 48-72 h; Potency, µM (titrated, usually from 96.7 µM), without a hit: at the highest dose activity change, negative = cytotoxicity, most hits filed as inhibitors; actives 4.3% (n = 94,000); further: potency means the concentration at half of the fitted maximal effect; nearly all actives have a fitted effect of over 55% in size
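Mouse fibroblast NIH 3T3 cells, 400 per well, received compound via pintool and were incubated for 48 or 72 hr prior to CellTiter-Glo ATP luminescence measurement.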
IP6K1 inhibitor – blocks human inositol hexakisphosphate kinase 1 | IP6K1 kinase, ADP-Glo luminescence, 2 h; hits give low values | activity change, % (series mostly up to about 58 µM) | actives 0.81% (n = 140,000) | AID 1645851; in the data active means activity change below about -25%
Target sequence (Q92551 whole entry, looked up): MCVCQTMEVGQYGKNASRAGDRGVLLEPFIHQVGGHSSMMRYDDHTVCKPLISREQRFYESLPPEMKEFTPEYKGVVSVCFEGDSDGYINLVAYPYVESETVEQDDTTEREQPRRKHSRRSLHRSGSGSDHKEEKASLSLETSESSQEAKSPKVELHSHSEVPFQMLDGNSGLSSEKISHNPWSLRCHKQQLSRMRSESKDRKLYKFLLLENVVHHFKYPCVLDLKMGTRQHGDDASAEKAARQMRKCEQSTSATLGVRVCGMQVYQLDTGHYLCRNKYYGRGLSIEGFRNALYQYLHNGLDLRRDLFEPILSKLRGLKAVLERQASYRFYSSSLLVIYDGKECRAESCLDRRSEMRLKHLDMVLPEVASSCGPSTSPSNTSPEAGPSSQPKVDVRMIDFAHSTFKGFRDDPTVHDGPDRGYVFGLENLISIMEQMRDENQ
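ADP-Glo luminescence measures ADP made by human IP6K1 during a 2 h RT reaction with ATP/IP6 (mix at 1.3 mM/130 uM); top library doses 57.5 and 19.1 uM final.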
Active calls of the source: *; i = inactive; ? = inconclusive; / = not tested or not shown; & = joins results of further samples; [ ] = another dose, or the depositor's remark. Unless noted, the call rests on the fitted dose curve; in most records, active means well fitted curve in the direction sought with a large enough effect; inconclusive means small, poorly fitted or top-dose-only effect, or another doubt; inactive means no such curve, though single readings can be large; an effect the other way counts as inactive or inconclusive. Unless noted, on the % scale 0 is the no-effect control and ±100 the full control effect.

Start of the listing, in advance, 3 compounds:
SMILES	GPT2 inh	Luciferase inh	SNCA viab count	SNCA expr inh	HEK cytotox	NIH3T3 tox	IP6K1 inhibitor
CCOc1ccc(-n2c([C@@H](C)N(Cc3cccnc3)C(=O)Cc3ccc(OC(F)(F)F)cc3)nc3ncccc3c2=O)cc1	i	/	-40%	/	/	/	9
Cc1cc2occ(CN(C)CCN(C)Cc3cn(-c4cccc(C(F)(F)F)c4)c4ccccc34)c(=O)c2cc1C	i	/	?	/	/	/	-3
CC12CC3CC(C)(C1)CC(N)(C3)C2	-1%	/	2%	5%	/	/	25

The listing, repeating the preview:
SMILES	GPT2 inh	Luciferase inh	SNCA viab count	SNCA expr inh	HEK cytotox	NIH3T3 tox	IP6K1 inhibitor
CCOc1ccc(-n2c([C@@H](C)N(Cc3cccnc3)C(=O)Cc3ccc(OC(F)(F)F)cc3)nc3ncccc3c2=O)cc1	i	/	-40%	/	/	/	9
Cc1cc2occ(CN(C)CCN(C)Cc3cn(-c4cccc(C(F)(F)F)c4)c4ccccc34)c(=O)c2cc1C	i	/	?	/	/	/	-3
CC12CC3CC(C)(C1)CC(N)(C3)C2	-1%	/	2%	5%	/	/	25
CN1CCc2c(n(Cc3ccc(C(=O)NO)cc3)c3ccccc23)C1	-2%	/	-10%&-16%	?	/	/	-10
COc1ccnc(CCc2nc3ncccc3[nH]2)c1	?	/	-11%	/	/	/	-1
Cc1ccc2c(Nc3ccc(Cl)cc3)nccc2c1Nc1ncccc1-c1ncnc2nc[nH]c12	-15%	/	?	/	/	/	-1
C#Cc1cccc(Nc2ncnc3cc(OC)c(OCCCCCCC(=O)NO)cc23)c1	i	/	?	15%	/	/	15
CCCCCCCCCCCCCCC[C@H](O)[C@@H](N)CO	5%	/	-6%[23.9 µM]	8%[25.6 µM]	/	/	8
CC[C@@H](Nc1c(Nc2cccc(C(=O)N(C)C)c2O)c(=O)c1=O)c1ccc(C)o1	?	/	-9%	/	/	/	-10
Cc1ccc(NC(=O)C2(c3ccc4c(c3)OC(F)(F)O4)CC2)nc1-c1cccc(C(=O)O)c1	i	/	?	0.076µM*	/	/	-4
COc1ccc(-c2cc3nccn3c(Nc3ncccc3C(N)=O)n2)cc1OC	i	/	-23%&-20%	-23%	/	/	14
CCc1ccc(CCOc2ccc(CC3SC(=O)NC3=O)cc2)nc1 (stereo not drawn)	i	/	5%	-5%	/	/	-8
Fc1ccc(-c2nc(-c3ccccc3F)[nH]c2-c2ccncc2)cc1	i	/	23%	/	/	/	-23
Cc1cccc(N2CCN(C(=O)CCC(=O)NNc3nc4ccccc4c4nc(C)nn34)CC2C)c1 (stereo not drawn)	/	/	-8%	9%	/	/	3
CN(C)C(=O)NC1CCC(CCN2CCN(c3cccc(Cl)c3Cl)CC2)CC1 (stereo not drawn)	i[11.5 µM]	/	-20%[12.5 µM]	/	/	/	21
CCOc1cc2ncc(C#N)c(Nc3ccc(OCc4ccccn4)c(Cl)c3)c2cc1NC(=O)/C=C/CN(C)C	4%[27.3 µM]	/	-28%[23.9 µM]	/	/	/	9
O=C(CCCCCn1c(=O)c2sccc2n(CC(=O)Nc2cccc(Cl)c2)c1=O)NCc1ccc2c(c1)OCO2	/	/	-7%	-9%	/	/	11
Cn1cc(S(C)=O)c(=O)c2ccc(F)cc21 (stereo not drawn)	-11%	/	3%	154%[activator][25.6 µM]	/	/	29
Cn1c(=O)c(Oc2ccc(F)cc2F)cc2cnc(NC3CCOCC3)nc21	i	/	-5%	?	/	/	/
O=c1oc2c(O)c(O)cc3c(=O)oc4c(O)c(O)cc1c4c23	i	/	-2%	?	/	/	0
O=C(Nc1ccn(Cc2ccc(O)cc2C(F)(F)F)n1)c1c(F)cccc1F	-10%	/	-1%	/	/	/	19
COc1ccccc1OCC1CNC(=O)O1 (stereo not drawn)	-23%	/	7%[23.9 µM]	2%[25.6 µM]	/	/	6
Cc1ccc(=O)n(-c2ccccc2)c1	-12%	/	4%	31%[activator]	/	/	29
Cc1c(C)n(Cc2ccc(-c3ccccc3C(=O)O)cc2)c2ccc(C(=O)N[C@@H](C)c3ccc([N+](=O)[O-])cc3)cc12	i	/	21%&-3%	-12%	/	/	-27*
CS(=O)(=O)N1CCC(OC2CCN(C(=O)Nc3ccc(F)cc3F)CC2)CC1	i	-1%	-3%	0%	-24%	-27%	-1
O=C(Cn1c(=O)n(Cc2ccco2)c(=O)c2oc3ccccc3c21)Nc1ccccc1	/	/	-16%	-8%	/	/	30
O=C1N=C(N2CCOCC2)CN1c1ccc(Cl)cc1	2%	/	-30%	/	/	/	-4
CCN(CC)CCNC(C(=O)OCCC(C)C)c1ccccc1 (stereo not drawn)	?	/	3%[23.9 µM]	-49%[25.6 µM]	/	/	-7
Cc1cccc(N(C)C(=O)Cn2nc3n(c2=O)CCCC3)c1	-4%	11%	-7%	-2%	-5%	i	6
O=C(NCCC1CCN(C(=O)Nc2ccc(F)cc2F)CC1)C1CCCC1	i	8%	5%	4%	-20%	-12%	-6
C=CCn1c(=O)n([C@@H]2O[C@H](CO)[C@@H](O)[C@H]2O)c2nc(N)[nH]c(=O)c21	-8%	/	6%[23.9 µM]	-31%[25.6 µM]	/	/	19
C[C@H](NCc1ccc(OCc2cccc(F)c2)cc1)C(N)=O	i	/	?	12%	/	/	/
Cc1nc2c(-c3ccccc3)c(C)[nH]n2c(=O)c1Cc1ccc(Br)cc1	/	/	-16%	-30%	/	/	-13
CCOC(=O)[C@H](CCc1ccccc1)N[C@H]1CS[C@H](c2cccs2)CN(CC(=O)O)C1=O	-5%	/	-1%	-23%	/	/	9
CNC(=O)c1c(F)cccc1Nc1nc(Nc2cc3c(cc2OC)CCN3C(=O)CN(C)C)nc2[nH]ccc12	?	/	-17%&-24%	14µM*	/	/	-5
CC(C)COC(=O)c1ccc(N)cc1	i	/	-10%[23.9 µM]	15%[25.6 µM]	/	/	18
COCCOCc1nc(C2CCCCN2C(=O)NC(C)C)no1 (stereo not drawn)	?	-7%	6%	3%	1%	-5%	-2
COc1cc(Oc2ccnc3cc(OC)c(OC)cc23)ccc1NC(=O)NC(C)c1nccs1 (stereo not drawn)	1%	/	-13%&-8%	-23%	/	/	32
O=C(Nc1cc(-c2ccccc2)nn1-c1ccccc1)c1ccc([N+](=O)[O-])cc1	4%	/	-16%	/	/	/	-17
O=C([C@@H]1C[C@H](F)CN1C(=O)Nc1ccc(Br)cc1)N1CCCCC1	i	5%	-7%	6%	-4%	?	4

One compound at a time, from the list above. Order of screens: GPT2 inh | Luciferase inh | SNCA viab count | SNCA expr inh | HEK cytotox | NIH3T3 tox | IP6K1 inhibitor
Profile of CCOC(=O)[C@H](CCc1ccccc1)N[C@H]1CS[C@H](c2cccs2)CN(CC(=O)O)C1=O → -5% | / | -1% | -23% | / | / | 9
Profile of C[C@H](NCc1ccc(OCc2cccc(F)c2)cc1)C(N)=O → i | / | ? | 12% | / | / | /
Profile of CC(C)COC(=O)c1ccc(N)cc1 → i | / | -10%[23.9 µM] | 15%[25.6 µM] | / | / | 18

(further entries)
SMILES	GPT2 inh	Luciferase inh	SNCA viab count	SNCA expr inh	HEK cytotox	NIH3T3 tox	IP6K1 inhibitor
CNC(=O)CCC[C@@H]1[C@H]2CCCN3CCC[C@@H](CN1C(=O)CC(C)C)[C@@H]23	i	14%	1%	14%	1%	i	11
CCCCCC(=O)O[C@]1(C(C)=O)CC[C@H]2[C@@H]3CCC4=CC(=O)CC[C@]4(C)[C@H]3CC[C@@]21C	-5%	/	56%[23.9 µM]	-12%[25.6 µM]	/	/	19
CCn1cc(C(=O)O)c(=O)c2cnc(N3CCNCC3)nc21	i	/	6%[23.9 µM]	-27%[25.6 µM]	/	/	-3
Cc1cnc(Nc2ccc(CN3CCOCC3)cc2)nc1Nc1cccc(S(=O)(=O)NC(C)(C)C)c1	-7%	/	?	76%[activator]	/	/	-16
CC(C)(F)C[C@H](N[C@@H](c1ccc(-c2ccc(S(C)(=O)=O)cc2)cc1)C(F)(F)F)C(=O)NC1(C#N)CC1	-2%	/	-14%	-3%	/	/	/
Cc1cc(Nc2nc(N[C@@H](C)c3ncc(F)cn3)ncc2Cl)n[nH]1	2%&-17%	/	?	?	/	/	-1
CCCN1CCN(c2ccc(C(=O)NC3(C(=O)NCC#N)CCCCC3)cc2)CC1	i	/	5%	/	/	/	-16
COc1ccc(-n2c(SCC#N)nc3sc4c(c3c2=O)CCCC4)cc1	i	/	-9%	/	/	/	-6
COc1nccc(-c2c(-c3ccc(F)cc3)ncn2C2CCC(O)CC2)n1 (stereo not drawn)	0%&-3%	/	-7%&-15%	?	/	/	0
O=C(O)c1cccnc1Nc1cccc(C(F)(F)F)c1	-13%	/	2%	31%[activator]	/	/	-7
NC1CCN(c2nc3c(cc2F)c(=O)c(C(=O)O)cn3-c2ccc(F)cc2F)C1 (stereo not drawn)	5%	/	-7%[23.9 µM]	-40%[25.6 µM]	/	/	-3
CN1CCN(c2ccc(OC(F)(F)F)c(Nc3ncc4c(n3)-c3c(c(C(N)=O)nn3CCO)CC4)c2)CC1	i	/	-21%	/	/	/	-5
CC(C)NC[C@@H](C(=O)N1CCN(c2ncnc3c2[C@H](C)C[C@H]3O)CC1)c1ccc(Cl)cc1	-3%	/	?	?	/	/	/
CN(C)CCC=C1c2ccccc2COc2ccc(CC(=O)O)cc21	i	/	-14%	-7%	/	/	/
O=C(c1ccc(Br)o1)N1c2ccccc2CC1c1nnc(C2CCOCC2)o1 (stereo not drawn)	1%	-2%	-13%	12%	-26%	?	8
CCc1cccc(CC)c1NC(=O)N1Cc2[nH]nc(NC(=O)c3ccc(N4CCN(C)CC4)cc3)c2C1	2%	/	?	-11%	/	/	-12
c1cc(-c2cnn3cc(-c4ccc(N5CCNCC5)cc4)cnc23)c2cccnc2c1	i	/	24µM*	/	/	/	23
CC(=O)CCCCn1c(=O)c2c(ncn2C)n(C)c1=O	3%&0%	/	-3%	10%	/	/	-12&8
O=C(NC1CCOCC1)c1ccc(-c2cc(-c3cn[nH]c3-c3ccccn3)ccn2)cc1	-3%	/	2%&16%	-4%	/	/	7
CCNC(=O)NCc1cccc(Cl)c1	3%	/	7%[23.9 µM]	-30%[25.6 µM]	/	/	2
COc1ccc(NC(=O)N2CCc3c2ccc2ccccc32)cc1N1CCN(C)CC1	i	/	-29%	/	/	/	3
O=C1COc2nccc(-c3ccccc3F)c2CN1Cc1cc(C(F)(F)F)cc(C(F)(F)F)c1	2%	/	-24%	/	/	/	-1
CNC1CCC(N(Cc2cccc(-c3ccncc3)c2)C(=O)c2sc3ccccc3c2Cl)CC1 (stereo not drawn)	-13%&2%	/	?	?	/	/	31
O=C(NCCCNc1nc(Nc2cccc(CN3CCOCC3)c2)ncc1C1CC1)C1CCC1	-5%	/	-20%	/	/	/	12
c1cnc2cc3c(cc2n1)C1CNCC3C1	i	/	9%&-16%	2%	/	/	1&3

An excerpt (hit frequency here may not be typical).
